High-throughput results as filed in PubChem.
m-calpain inh: inhibitors of pig calpain II, primary screen, biochemical, fluorogenic peptide substrate, 1536-well; hit rate 0.37% among 220,000; inhibition, % at 16 µM; purified calpain II, 30 min;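 active = inhibition above about 50%, limit read from the data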
Tb hexokinase: Trypanosoma brucei hexokinase 1 inhibitors, primary screen, biochemical, G6PDH-coupled NADH absorbance, MLSCN library; hexokinase 1 [Trypanosoma brucei]; recombinant TbHK1, G6PDH-coupled NADH A340; inhibition, % at 10 µM; hit rate 0.11% among 220,000; AID 1430, 2008;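 active = inhibition of 50% or more in the single-dose primary screen; inactive = inhibition below 50%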
p47phox inh: p47phox/p22phox peptide binding inhibitors, primary screen, biochemical, uHTS, NADPH oxidase regulatory subunit; Neutrophil cytosol factor 1 (Homo sapiens), P14598; fluorescence polarization, 2 h; inhibition, % at 24.7 µM; hit rate 0.53% among 220,000; AID 1274, 2008;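 active = inhibition above about 30%, limit read from the data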;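 also: 0% = p47phox with labelled peptide and 100% = labelled peptide alone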
EBV gp42 block: Epstein-Barr virus gp42 inhibitors, primary screen, biochemical, uHTS, fluorescence polarization | Glycoprotein 42 (Epstein-Barr virus (strain AG876)), Q1HVG2 | inhibition, % (tested at 21.74 µM) | AID 1085, 2008 | Fluorescence polarization binding assay, mP read-out | hit rate 0.42% among 220,000; in the data active = inhibition above about 50%
Runt-SMMHC FRET: inhibitors of RUNX1 Runt–CBFb-SMMHC binding, primary screen, biochemical, FRET, Cerulean-Runt, Venus-CBFb-SMMHC, uHTS. Runt-related transcription factor 1 (Homo sapiens) + Core-binding factor subunit beta …. Cerulean-Runt/Venus-CBFb-SMMHC FRET ratio 530/480, 1 h. inhibition, % at 20 µM. hit rate 0.74% among 220,000. AID 1434, 2008;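 active = mean inhibition across duplicate retests at 20 µM reaching about 50%, limit read from the data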;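 also: 0% = DMSO wells and 100% = wells with excess untagged CBFb-SMMHC; inhibitors lower the FRET ratio by blocking Runt binding to CBFb-SMMHC; some results filed as inactive read as strong as hits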
RBBP9 inhibitor: human RBBP9 inhibitors, primary screen, biochemical, fluorescence polarization, FP-Rh probe, HTS; Serine hydrolase RBBP9 (Homo sapiens), O75884; inhibition, % at 7.94 µM; hit rate 0.2% among 220,000; recombinant RBBP9;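 active = inhibition above the campaign mean of all tested compounds plus 3 SD, cut at about 14% in these data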;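 also: plate controls were DMSO wells with RBBP9 for no effect and wells lacking RBBP9 protein for full effect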
Target sequence (O75884 whole entry, looked up): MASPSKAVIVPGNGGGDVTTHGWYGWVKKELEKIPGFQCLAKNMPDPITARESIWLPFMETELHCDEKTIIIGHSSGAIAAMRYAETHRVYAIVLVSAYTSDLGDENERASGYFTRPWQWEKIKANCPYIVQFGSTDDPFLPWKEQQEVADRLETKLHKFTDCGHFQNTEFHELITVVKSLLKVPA
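Measured by: FP readout at 525/598 nm; material: recombinant human RBBP9; also added: Serine-hydrolase probe FP-Rh, 375 nM pre-mixing; medium: Tris buffer pH 8.0, NaCl, Pluronic; replication: one well per compound; doses: one concentration, 7.94 µM nominal, 0.794% DMSO; timing: preincubation 30 min plus labeling 45 min at 25 °C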
Furin inhibitor: human furin inhibitors, primary screen, biochemical, fluorescence intensity; P09958; purified furin, fluorogenic substrate cleavage; inhibition, % at 30 µM; hit rate 0.061% among 220,000; AID 463115, 2010; in the data active = inhibition above about 25%; also: inactives centre near -15
Runt-CBFb FRET: inhibitors of RUNX1 Runt–CBFb binding, primary screen, biochemical, FRET, Cerulean-Runt, Venus-CBFb, uHTS; Runt-related transcription factor 1 (Homo sapiens) + Core-binding factor subunit beta …; inhibition, % at 20 µM; hit rate 0.46% among 220,000; AID 1496, 2009; Cerulean-Runt/Venus-CBFb FRET ratio 530/480, 1 h;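 active = inhibition over about 50% at 20 µM in the single-dose screen, limit read from the data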;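 also: 0% = DMSO wells and 100% = excess unlabeled CBFb competitor control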
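Schedule: protein complex preformed 1 h, compound exposure 1 h, room temperature, dark; test system: Cerulean-labeled Runt domain protein; amount: 100 nM per protein; buffer or medium: Tris 50 mM pH 7.5, KCl, K2SO4, 0.01% BSA; read-out: loss of energy transfer signal; detection: FRET fluorescence; controls: 5 µM unlabeled CBFb as full-inhibition high control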
p97 inhibitor: inhibitors of human p97 ATPase, primary screen, biochemical; hit rate 0.42% among 220,000; Transitional endoplasmic reticulum ATPase (Homo sapiens), P55072; inhibition, % at 8 µM; recombinant p97 ATPase, Kinase-Glo ATP luminescence, 3 h; AID 1481, 2009; in the data active = inhibition above about 15%;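 also: 0% = DMSO vehicle and 100% = wells lacking enzyme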
Target sequence (P55072 whole entry, looked up): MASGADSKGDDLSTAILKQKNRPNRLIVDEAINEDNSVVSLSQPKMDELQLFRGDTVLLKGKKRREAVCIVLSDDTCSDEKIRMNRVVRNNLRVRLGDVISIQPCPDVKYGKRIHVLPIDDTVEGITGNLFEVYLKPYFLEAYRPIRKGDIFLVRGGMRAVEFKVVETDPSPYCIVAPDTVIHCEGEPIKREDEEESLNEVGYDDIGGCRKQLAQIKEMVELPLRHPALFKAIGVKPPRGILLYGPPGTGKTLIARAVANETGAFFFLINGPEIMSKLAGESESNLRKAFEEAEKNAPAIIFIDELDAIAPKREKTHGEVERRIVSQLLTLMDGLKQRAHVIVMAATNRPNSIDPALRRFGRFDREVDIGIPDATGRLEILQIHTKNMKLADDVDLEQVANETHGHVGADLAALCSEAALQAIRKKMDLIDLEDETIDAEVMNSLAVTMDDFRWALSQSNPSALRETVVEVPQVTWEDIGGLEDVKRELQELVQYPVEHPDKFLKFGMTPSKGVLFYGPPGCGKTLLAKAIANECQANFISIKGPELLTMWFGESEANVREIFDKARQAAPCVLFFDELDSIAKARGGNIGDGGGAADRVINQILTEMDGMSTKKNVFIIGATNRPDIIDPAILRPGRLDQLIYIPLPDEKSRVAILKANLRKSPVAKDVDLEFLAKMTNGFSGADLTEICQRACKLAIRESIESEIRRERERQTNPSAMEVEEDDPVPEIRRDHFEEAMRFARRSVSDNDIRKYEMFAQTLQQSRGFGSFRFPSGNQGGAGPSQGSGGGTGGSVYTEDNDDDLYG
Starred values were filed as active, the others as inactive; . = no result given; [ ] = another dose, or the depositor's remark.

item	Structure	m-calpain inh	Tb hexokinase	p47phox inh	EBV gp42 block	Runt-SMMHC FRET
1	Cc1ccc(C)c(NC(=O)CN2C(=O)CNC2=O)c1	-24	-8	-18	-29	-2
2	CC(C)(C)n1nnc(CCc2nnn(C(C)(C)C)n2)n1	-4	-5	-10	-3	1
3	CN(C(=O)COC(=O)c1ccc2ccccc2n1)C1CCS(=O)(=O)C1 (stereo not drawn)	-7	-12	5	1	-1
4	CCOC(=O)c1c(C)[nH]c(NC(=O)N2CCOCC2)c1C	9	2	-7	-9	1
5	CCOc1ccc2[nH]c3c(N4CCc5ccccc5C4)ncnc3c2c1	-31	-6	-30	-7	0
6	CCN1CCN(CC(=O)NC2CCCC2)C(=O)C1=O	-25	-1	6	-5	-4
7	Cc1cc(C)cc(OCC(=O)Nc2nonc2NC(=O)COc2cc(C)cc(C)c2)c1	-54	34	-25	-21	-2
8	CC1=NN(c2ccccc2)C(=O)/C1=C\c1cc(C)n(C)c1C	9	-28	-12	-3	-4
9	Cc1nn(-c2nnc(C)c(=O)[nH]2)c(C)c1SCC(=O)Nc1ccc(C(C)C)cc1	4	3	12	-3	-1
10	CCCCOc1ccc(CSC(CC(=O)O)C(=O)O)cc1 (stereo not drawn)	-4	10	-10	-14	-6
11	CC(=O)c1sc(NC(=O)c2ccc(F)cc2)nc1-c1ccccc1	-10	-11	-3	-7	-1
12	Cc1ccc(NC(=O)[C@@H]2CCCN2S(=O)(=O)c2ccccc2F)cc1S(=O)(=O)N1CCOCC1	15	3	-5	-20	2
13	CN(C)S(=O)(=O)c1cccc(-c2nn(-c3ccccc3)cc2/C=C(\C#N)c2nc3ccccc3[nH]2)c1	-103	-14	-100	-99	-133
14	CCc1ccc(N2CN(Cc3cccnc3)CNC2=S)cc1	-7	-4	-4	-16	-2
15	COc1cc(C2=NOC(C(=O)Nc3ccc(C)cc3)C2)cc(OC)c1OC (stereo not drawn)	-17	3	-7	-6	-2

item	RBBP9 inhibitor	Furin inhibitor	Runt-CBFb FRET	p97 inhibitor
1	-4	-10[20 µM]	3	4
2	-3	-27[20 µM]	1	2
3	-10	-10	1	-3
4	-2	-15	-2	3
5	5	-6	-3	-2
6	-3	-12	-1	4
7	-2	-8[20 µM]	2	2
8	-5	-5	-5	1
9	-8	-27[20 µM]	0	2
10	-8	-18[20 µM]	1	4
11	-2	-35	-1	3
12	1	-8	-1	-6
13	0	-15	-77	2
14	-7	-14	-1	7
15	-5	-32	-1	-1

Following part.
item	Structure	m-calpain inh	Tb hexokinase	p47phox inh	EBV gp42 block	Runt-SMMHC FRET
16	O=C(CCc1nnc(CCCCc2ccccc2)o1)NC(c1cccnc1)C(F)(F)F (stereo not drawn)	-4	-11	-12	-13	2
17	CCCOC1CCCN(Cc2nc(-c3cnccn3)no2)C1 (stereo not drawn)	-6	-11	0	-15	2
18	CCOC(=O)c1c(C)[nH]c(C(=O)COC(=O)/C=C/c2ccc(OC(F)F)cc2)c1C	10	-2	-45	-28	1
19	CCCNC(=O)CCn1c(-c2ccc(C)cc2)cc(C(=O)OCC)c1C	-13	-3	-16	-7	-2
20	O=C1SCCc2c1n(Cc1ccccc1)c1ccccc21	-10	1	-8	-15	2
21	CCCN(CCC)C(=S)NC1CC2C=CC1C2 (stereo not drawn)	-21	-4	-9	-16	-1
22	CCOC(=O)C1(CCOC)CCN(Cc2ccc3nonc3c2)CC1	-24	-4	-12	-12	1
23	Cc1c(Cl)cccc1NC(=S)N1CCN(Cc2ccccc2)CC1	8	-1	-11	-8	-8
24	O=C(O)c1ccc(-c2nc(-c3ccccc3)cs2)cc1	-91	-14	-2	-11	0
25	Cc1ccc(S(=O)(=O)CC2CSc3nnc(C)c(=O)n32)cc1 (stereo not drawn)	9	-8	-2	-4	3
26	Cc1c(C(=O)NCc2ccc3c(c2)cc(C)n3C)cccc1[N+](=O)[O-]	-6	3	0	5	-11
27	CC(C)(C)c1nc(CN2CCOCC2)ccc1O	-26	-2	-4	1	-9
28	COc1ccc(C2SCCN2C(=O)c2ccc([N+](=O)[O-])cc2)cc1 (stereo not drawn)	-21	-9	-2	6	4
29	Cc1nc(N2CCOCC2)nc(N2CCCCC2C)c1[N+](=O)[O-] (stereo not drawn)	16	-16	9	-11	-6
30	CCCCCCc1nc2ccccc2c(=O)n1NC(=O)c1c(O)c2c(n(CC(C)C)c1=O)CCCC2	-9	-10	-16	-8	0

item	RBBP9 inhibitor	Furin inhibitor	Runt-CBFb FRET	p97 inhibitor
16	-10	-30	-2	2
17	0	-28	0	-2
18	-6	-10	0	-1
19	-5	-5[20 µM]	-2	-1
20	-9	-18[20 µM]	0	-2
21	-2	-30	0	1
22	1	-24	0	0
23	-2	-23[20 µM]	-1	3
24	-8	-19	0	1
25	-4	-12[20 µM]	0	3
26	-8	-2	1	4
27	-6	-15[20 µM]	0	1
28	-2	-19	1	0
29	1	-12	-2	0
30	-7	-13[20 µM]	-3	-4

Whole records, looked up by structure. Values in the order: m-calpain inh	Tb hexokinase	p47phox inh	EBV gp42 block	Runt-SMMHC FRET	RBBP9 inhibitor	Furin inhibitor	Runt-CBFb FRET	p97 inhibitor
Record of `CCCNC(=O)CCn1c(-c2ccc(C)cc2)cc(C(=O)OCC)c1C` → -13	-3	-16	-7	-2	-5	-5[20 µM]	-2	-1
Record of `Cc1nc(N2CCOCC2)nc(N2CCCCC2C)c1[N+](=O)[O-]` (stereo not drawn) → 16	-16	9	-11	-6	1	-12	-2	0
Record of `CCCOC1CCCN(Cc2nc(-c3cnccn3)no2)C1` (stereo not drawn) → -6	-11	0	-15	2	0	-28	0	-2
Record of `Cc1c(C(=O)NCc2ccc3c(c2)cc(C)n3C)cccc1[N+](=O)[O-]` → -6	3	0	5	-11	-8	-2	1	4
Record of `O=C(O)c1ccc(-c2nc(-c3ccccc3)cs2)cc1` → -91	-14	-2	-11	0	-8	-19	0	1

Next section
item	Structure	m-calpain inh	Tb hexokinase	p47phox inh	EBV gp42 block	Runt-SMMHC FRET
31	Cc1cccc(C(=O)NCCc2n[nH]c(=S)n2C)c1	-6	-5	-1	2	5
32	CC(=O)/C(=N/Nc1ccccc1)N1CCOCC1	-3	-34	0	1	-1
33	CN1C(=O)S/C(=C\c2ccc(-n3cncn3)cc2)C1=O	-9	-69	6	-25	1
34	CN(CCc1cn[nH]c1)Cc1nc(C(c2ccccc2)c2ccccc2)no1	-6	-5	-8	-12	.
35	O=C(Nc1ccccc1)c1cccnc1N1CCOCC1	-40	-7	-3	-11	-1
36	O=C(NCc1ccc(Cl)cc1)C1=Cc2cc(Cl)ccc2OC1	-22	-3	-10	-15	3
37	Cn1cccc1/C=C1\SC(=O)N(c2ccc(O)cc2)C1=O	-21	-14	-26	0	-122
38	Cn1c(=O)n(C)c2cc(/C=N/NC(=O)c3ccc(Cl)cc3Cl)ccc21	-13	-34	2	-19	1
39	COc1cccc(/C=C(/C#N)c2ccc(Cl)cc2)c1OCc1cccc(C(=O)O)c1	-22	-10	-6	9	-8
40	CC(=O)c1ccc(N2CCN(C(=O)c3ccco3)C(C)C2)c(F)c1 (stereo not drawn)	3	-22	-11	-13	-4
41	COCCCNC(=O)C1CCN(S(=O)(=O)N(CC(C)C)CC(C)C)CC1	-9	2	-11	-8	-2
42	COc1ccc2c(c1)O[C@@H](c1cccc(C(F)(F)F)c1)[C@H](OC(=O)N[C@H]1CCCc3ccccc31)C2=O	1	-1	-13	-27	-9
43	COCCOc1ccc(C(F)(F)F)cc1NC(=O)c1ccc(C(F)(F)F)cc1	-53	1	-8	-16	1
44	CCN(CC)S(=O)(=O)c1ccc2oc(C(=O)N3CCCCCC3)c(C)c2c1	9	6	-1	-7	0
45	CC(C)c1ccc(-c2csc(NC(=O)c3cccs3)c2C(=O)O)cc1	39	-27	-10	-3	-2

item	RBBP9 inhibitor	Furin inhibitor	Runt-CBFb FRET	p97 inhibitor
31	-6	-12	13	1
32	0	-9[20 µM]	0	3
33	-9	-23	0	0
34	-4	-14	.	0
35	-7	-17	0	3
36	-4	-11[20 µM]	-1	-2
37	-5	-10	-45	3
38	-9	-18[20 µM]	-4	2
39	-6	-20	-4	-3
40	0	-1[20 µM]	0	-1
41	-5	-24	-4	1
42	1	-19	-1	4
43	-3	-17	-3	-2
44	-8	-19	-3	-2
45	-8	-10	-3	-6

New compounds follow
item	Structure	m-calpain inh	Tb hexokinase	p47phox inh	EBV gp42 block	Runt-SMMHC FRET
46	COc1ccc(OC)c(/C=N/NC(=O)C(=O)N2CCCC2)c1	-1	-18	-2	-3	0
47	CCOC(=O)c1c(NC(C)=O)sc2c(OC)c(Br)ccc12	-14	-9	-4	-4	-4
48	CN1C2=CC=CC=CC2=[N+](C)C12C=CC(=[N+]([O-])[O-])C=C2[N+](=O)[O-] (stereo not drawn)	7	-16	-58	-4	7
49	O=[N+]([O-])c1nn(-c2ccc(Cl)cc2)n(O)c1=NCc1ccncc1	16	-8	-6	0	1
50	COc1ccc(C(=O)N2CCN(S(=O)(=O)c3ccc(C)cc3C)CC2)cc1OC	-3	-4	-1	-12	0
51	Cc1ccc(NC(=O)C(=O)NCc2ccc(/C=C(/C#N)C(=O)NCc3cccnc3)o2)cc1C	-50	-21	-14	-3	-6
52	COc1ccc(NC(=O)c2ccc(NC(=O)CSc3nccc(=O)[nH]3)cc2)cc1	-29	-6	-12	-5	0
53	O=C(O)CS(=O)(=O)c1ccc(Oc2ccc(S(=O)(=O)CC(=O)O)cc2)cc1	.	3	.	.	-1

item	RBBP9 inhibitor	Furin inhibitor	Runt-CBFb FRET	p97 inhibitor
46	-5	1	-1	-2
47	3	-28[20 µM]	9	2
48	-2	-19	3	5
49	6	-14	-2	4
50	-8	-25	1	-3
51	-12	-14	-2	4
52	-5	-25	-1	0
53	-5	-21	0	1
